Screens deposited in PubChem by several laboratories.
TRPN1 ag: activates the zebrafish TRPN1 channel | activation, % at 3 µM | 220,000 compounds, 0.18% hits | HEK293 zebrafish TRPN1-YFP, Fluo-8 calcium fluorescence; 100% = response to 87 µM carbachol | AID 1424;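 active = activation above its plate's cutoff, the mean activation of test wells on that plate plus 3 SD, cut at about 19% in these data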;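 also: 0% = DMSO alone and 100% = 87 µM carbachol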
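Material: zebrafish TRPN1-YFP in HEK293 cells; Doses: single test compound dose, 3 µM nominal, 0.3% DMSO; Timing: dye loading 1 h at 37 °C, then 30 min room temperature; Technique: intracellular calcium fluorescence with Fluo-8; Benchmarks: high carbachol 87 µM, low DMSO alone.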
PERK inh: blocks human PERK kinase; AID 1416; inhibition, % at 5.6 µM; 220,000 compounds, 0.17% hits; CHO PERK-DD fusion, SEAP luminescence translation reporter; Q9NZJ5;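 active = inhibition above the mean inhibition of all tested compounds plus 3 SD, set separately per screening campaign, cut at about 2.9% in these data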;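 also: PERK kinase domain activated by AP20187 dimerizer at 100 nM; 0% = DMSO with dimerizer and 100% = rapamycin at 8.4 µM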
TRPML3 agonist: agonists of human TRPML3 channel; 220,000 compounds, 0.29% hits; Q8TDD5; activation, % at 3 µM; HEK293 TRPML3-YFP, Fluo-8 calcium fluorescence; 100% = the carbachol control signal;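 active = activation above its plate's cutoff, the mean activation of the plate's test wells plus 3 SD, cut at about 12% in these data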;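 also: 0% = DMSO only wells and 100% = carbachol wells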
Target sequence (Q8TDD5 whole entry, looked up): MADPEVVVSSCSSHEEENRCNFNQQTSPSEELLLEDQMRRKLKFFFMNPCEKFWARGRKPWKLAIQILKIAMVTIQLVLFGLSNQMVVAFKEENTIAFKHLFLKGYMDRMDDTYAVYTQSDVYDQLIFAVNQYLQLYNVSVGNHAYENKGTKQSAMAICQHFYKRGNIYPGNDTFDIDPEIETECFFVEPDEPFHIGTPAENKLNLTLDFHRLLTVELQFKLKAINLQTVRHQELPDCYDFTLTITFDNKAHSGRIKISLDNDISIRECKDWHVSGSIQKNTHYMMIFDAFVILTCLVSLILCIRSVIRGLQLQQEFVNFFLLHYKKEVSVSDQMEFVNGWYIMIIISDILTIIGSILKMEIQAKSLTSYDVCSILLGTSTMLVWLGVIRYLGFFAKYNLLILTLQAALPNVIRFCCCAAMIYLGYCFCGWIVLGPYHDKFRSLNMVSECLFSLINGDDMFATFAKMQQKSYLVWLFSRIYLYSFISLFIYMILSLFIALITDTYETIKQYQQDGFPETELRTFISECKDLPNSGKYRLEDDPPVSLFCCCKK
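system = HEK293 cells stably carrying human TRPML3-YFP | doses = one concentration, 3 µM nominal, 0.3% DMSO | timing = dye loading 1 h 37 °C then 30 min ambient, 125 s read | detection = Fluo-8 calcium dye fluorescence, ex 470-495, em 515-575 nm | benchmarks = high control carbachol 87 µM, low control DMSO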
BaF3 tox: reduces parental Ba/F3 cell viability, JAK2V617F counter-screen. inhibition, % at 5.6 µM. CellTiter-Glo ATP luminescence. 220,000 compounds, 1.1% hits;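 active = inhibition above a per-campaign cutoff, the mean inhibition of all tested compounds plus 3 SD, cut at about 27% in these data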;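 also: 0% = DMSO wells and 100% = JAK Inhibitor I control wells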
S1P4 agonist: activates the human S1P4 receptor; S1P4-expressing cell line, agonist reporter assay; activation, % at 4.98 µM; 220,000 compounds, 0.35% hits; in the data active = activation above about 11%;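 also: 0% = DMSO vehicle and 100% = reference agonist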
Target sequence (O95977 whole entry, looked up): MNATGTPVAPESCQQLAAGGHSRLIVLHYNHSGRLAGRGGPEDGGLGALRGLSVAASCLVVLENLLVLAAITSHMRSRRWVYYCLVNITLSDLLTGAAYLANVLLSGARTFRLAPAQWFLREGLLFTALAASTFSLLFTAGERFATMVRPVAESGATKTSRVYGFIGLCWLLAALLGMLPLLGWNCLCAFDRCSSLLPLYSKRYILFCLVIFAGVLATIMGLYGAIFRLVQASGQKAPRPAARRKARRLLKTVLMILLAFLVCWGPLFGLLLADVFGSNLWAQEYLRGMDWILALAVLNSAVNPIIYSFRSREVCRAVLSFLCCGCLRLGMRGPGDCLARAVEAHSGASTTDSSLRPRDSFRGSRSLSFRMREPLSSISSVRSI
S1P4 antagonist: antagonists of human S1P4 receptor | O95977 | S1P4-expressing cells, antagonist mode, reporter read-out | inhibition, % at 4.98 µM | 220,000 compounds, 0.26% hits; in the data active = inhibition above about 29%;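 also: 0% = wells stimulated with agonist and 100% = vehicle wells without agonist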
Calpain2 inh: calpain II (pig) inhibition. inhibition, % at 16 µM. AID 1236. purified calpain II, fluorogenic peptide substrate, 30 min. 220,000 compounds, 0.37% hits;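 active = inhibition above about 50%, limit read from the data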
EP2 modulator: EP2 receptor (human) modulation | EP2-expressing cells, cAMP HTRF FRET, PGE2 co-stimulation | induction, % at 25 µM | 260,000 compounds, 0.83% hits | AID 940;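 active = compounds whose cAMP rise, as percent of the full-agonist control response, exceeds 60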;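 also: rat C6 glioma line stably carrying human EP2 under a CMV promoter; the protocol text gives 20 µM as final concentration; 100% = response of wells given 1 µM PGE2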
Ba/F3 V617F tox: reduce viability of Ba/F3 cells dependent on JAK2V617F; inhibition, % at 5.6 µM; 220,000 compounds, 1.1% hits; Ba/F3 EpoR-JAK2V617F viability, ATP luminescence;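 active = inhibition above the campaign mean plus 3 SD over all tested compounds, cut at about 24% in these data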;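 also: cytokine-independent growth of Ba/F3 cells driven by EpoR plus mutant JAK2; 0% = DMSO-treated cells and 100% = JAK inhibitor I control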
An asterisk follows results filed as active.

Results for Cc1ccccc1NC(=S)/C(=C(\[O-])c1cc(C)n(Cc2ccccc2Cl)c1C)[n+]1ccccc1 ?
TRPN1 ag: 1.2; PERK inh: 1.2; TRPML3 agonist: 0.1; BaF3 tox: 5; S1P4 agonist: -0.5; S1P4 antagonist: -12; Calpain2 inh: -87; EP2 modulator: -82; Ba/F3 V617F tox: 0

What do the screens show for `CC1Cc2nc(SCC(=O)Nc3ccc(F)cc3F)n(C)c(=O)c2S1` (stereo not given)?
TRPN1 ag: 1.5; PERK inh: -1.1; TRPML3 agonist: -0.6; BaF3 tox: 6; S1P4 agonist: -1.2; S1P4 antagonist: -6; Calpain2 inh: -7; EP2 modulator: 3; Ba/F3 V617F tox: 3

Results for COc1ccc(S(=O)(=O)n2[nH]c(=O)c(CCO)c2C)c([N+](=O)[O-])c1 ?
TRPN1 ag: 0.0; PERK inh: 0.7; TRPML3 agonist: 1.0; BaF3 tox: 8; S1P4 agonist: 1.1; S1P4 antagonist: -20; Calpain2 inh: -15; EP2 modulator: -3; Ba/F3 V617F tox: 0

Results for O=S(=O)(c1cccc2cccnc12)N1CCN(c2ccccc2)CC1 ?
TRPN1 ag: 1.1; PERK inh: -0.7; TRPML3 agonist: 0.1; BaF3 tox: 8; S1P4 agonist: 1.6; S1P4 antagonist: -19; Calpain2 inh: -19; EP2 modulator: -33; Ba/F3 V617F tox: 9

Results for CCn1c2ccccc2c2cc(NC(=O)COc3ccccc3)ccc21 ?
TRPN1 ag: -1.0; PERK inh: 0.3; TRPML3 agonist: -0.3; BaF3 tox: 2; S1P4 agonist: -2.8; S1P4 antagonist: -19; Calpain2 inh: 7; EP2 modulator: -63; Ba/F3 V617F tox: -4

Results for Cc1noc(C)c1COc1ccc(C(=O)Nc2ccccc2)cc1 ?
TRPN1 ag: 4.1; PERK inh: 0.4; TRPML3 agonist: 2.0; BaF3 tox: 4; S1P4 agonist: 1.9; S1P4 antagonist: -19; Calpain2 inh: -17; EP2 modulator: -65; Ba/F3 V617F tox: -2

What do the screens show for `O=C(CCn1c(=O)[nH]c2ccsc2c1=O)N1CCc2ccccc2C1`?
TRPN1 ag: 0.5; PERK inh: 0.6; TRPML3 agonist: 0.5; BaF3 tox: 3; S1P4 agonist: 0.7; S1P4 antagonist: -1; Calpain2 inh: -11; EP2 modulator: 1; Ba/F3 V617F tox: -1

How did CCCN(Cc1cc2cc(C)ccc2[nH]c1=O)C(=O)c1cccc(OC)c1 do in these assays?
TRPN1 ag: -1.1; PERK inh: 0.2; TRPML3 agonist: -0.7; BaF3 tox: 5; S1P4 agonist: -3.6; S1P4 antagonist: -1; Calpain2 inh: -13; EP2 modulator: 4; Ba/F3 V617F tox: 1

How did Cc1ccc(NC(=O)CN2C(=O)S/C(=C\c3ccccn3)C2=O)cc1 do in these assays?
TRPN1 ag: 0.6; PERK inh: 1.0; TRPML3 agonist: 0.5; BaF3 tox: 5; S1P4 agonist: 1.3; S1P4 antagonist: -35; Calpain2 inh: 0; EP2 modulator: 17; Ba/F3 V617F tox: -1

What do the screens show for `COc1ccc(CN2CCNC(=O)C2CC(=O)NCCc2c[nH]c3ccccc23)c(OC)c1` (stereo not given)?
TRPN1 ag: 0.6; PERK inh: 0.7; TRPML3 agonist: 0.5; BaF3 tox: 5; S1P4 agonist: 4.5; S1P4 antagonist: -11; Calpain2 inh: -52; EP2 modulator: -4; Ba/F3 V617F tox: -2

What do the screens show for `CCN(CC)C(=O)Sc1cccc2cccnc12`?
TRPN1 ag: -0.9; PERK inh: 1.6; TRPML3 agonist: -0.1; BaF3 tox: 3; S1P4 agonist: 1.0; S1P4 antagonist: -21; Calpain2 inh: -6; EP2 modulator: 35; Ba/F3 V617F tox: 0

How did COc1cc(/C=N/NC(=S)Nc2cccnc2)cc(OC)c1OC do in these assays?
TRPN1 ag: 0.3; PERK inh: -0.4; TRPML3 agonist: 0.2; BaF3 tox: 7; S1P4 agonist: 0.4; S1P4 antagonist: -11; Calpain2 inh: -15; EP2 modulator: -3; Ba/F3 V617F tox: 1

How did COc1cccc(NC(=O)CSCc2n[nH]c(=O)[nH]2)c1 do in these assays?
TRPN1 ag: -1.8; PERK inh: 1.3; TRPML3 agonist: 1.1; BaF3 tox: 7; S1P4 agonist: -2.0; S1P4 antagonist: -9; Calpain2 inh: -29; EP2 modulator: 1; Ba/F3 V617F tox: 2

How did Cc1ccccc1-c1nnn(CC(=O)Nc2ccc3c(c2)OCCO3)n1 do in these assays?
TRPN1 ag: 0.5; PERK inh: 0.8; TRPML3 agonist: 1.0; BaF3 tox: 8; S1P4 agonist: 2.6; S1P4 antagonist: 2; Calpain2 inh: -22; EP2 modulator: -49; Ba/F3 V617F tox: 1

How did COCC(C)NC(=O)NC1(C(F)(F)F)Oc2ccc(Cl)cc2O1 (stereo not given) do in these assays?
TRPN1 ag: -0.2; PERK inh: 1.1; TRPML3 agonist: -0.2; BaF3 tox: 35*; S1P4 agonist: 0.7; S1P4 antagonist: 20; Calpain2 inh: 16; EP2 modulator: -3; Ba/F3 V617F tox: 38*

Results for COc1ccc(N2CCN(C(=O)COc3ccccc3)CC2)cc1 ?
TRPN1 ag: 0.8; PERK inh: 0.4; TRPML3 agonist: -0.2; BaF3 tox: 4; S1P4 agonist: 0.3; S1P4 antagonist: -6; Calpain2 inh: 19; EP2 modulator: 16; Ba/F3 V617F tox: -1

What do the screens show for `COc1ccc(C(=O)NNC(=O)CCCCC(=O)NNC(=O)c2ccc(OC)cc2)cc1`?
TRPN1 ag: -0.1; PERK inh: 1.8; TRPML3 agonist: 1.1; BaF3 tox: 7; S1P4 agonist: 1.9; S1P4 antagonist: -3; Calpain2 inh: -11; EP2 modulator: 34; Ba/F3 V617F tox: 0

Results for Cc1ccc(C)c(SCC(=O)Nc2cccc(S(=O)(=O)NC3=NCCCCC3)c2)c1 ?
TRPN1 ag: -0.6; PERK inh: -0.1; TRPML3 agonist: -0.4; BaF3 tox: 2; S1P4 agonist: 0.5; S1P4 antagonist: 6; Calpain2 inh: 6; EP2 modulator: -19; Ba/F3 V617F tox: -3

How did COc1ccc(/C=N/NC(=O)c2ccn[nH]2)cc1Cn1cc([N+](=O)[O-])cn1 do in these assays?
TRPN1 ag: 0.3; PERK inh: 1.8; TRPML3 agonist: -0.1; BaF3 tox: -4; S1P4 agonist: 2.1; S1P4 antagonist: -9; Calpain2 inh: -12; EP2 modulator: -2; Ba/F3 V617F tox: 2

What do the screens show for `CCOC(CNC(=O)c1ccc2c(c1)ncn2-c1ccc(F)c(F)c1)OCC`?
TRPN1 ag: 0.5; PERK inh: -0.3; TRPML3 agonist: 0.5; BaF3 tox: -1; S1P4 agonist: -0.4; S1P4 antagonist: -3; Calpain2 inh: -19; EP2 modulator: 0; Ba/F3 V617F tox: -2

Results for CCN1C(=O)C2(C(C#N)=C(N)Oc3n[nH]c(-c4ccc(Cl)cc4)c32)c2ccccc21 (stereo not given) ?
TRPN1 ag: 1.0; PERK inh: -2.0; TRPML3 agonist: 0.4; BaF3 tox: 2; S1P4 agonist: -0.6; S1P4 antagonist: 3; Calpain2 inh: -12; EP2 modulator: 33; Ba/F3 V617F tox: 3

How did COc1ccccc1NC(=O)/C(C#N)=C/c1c(C)nn(-c2ccc(F)cc2)c1Cl do in these assays?
TRPN1 ag: 1.0; PERK inh: 1.1; TRPML3 agonist: 1.1; BaF3 tox: 1; S1P4 agonist: 0.6; S1P4 antagonist: -6; Calpain2 inh: -42; EP2 modulator: 0; Ba/F3 V617F tox: -3

Results for C[C@H](NC(=O)c1nc[nH]c1C(=O)N[C@@H](C)c1ccccc1)C(=O)OC(C)(C)C ?
TRPN1 ag: -3.3; PERK inh: 0.0; TRPML3 agonist: -1.3; BaF3 tox: -2; S1P4 agonist: -0.8; S1P4 antagonist: 8; Calpain2 inh: 34; EP2 modulator: 13; Ba/F3 V617F tox: 1

How did O=c1c2c(-c3cccs3)csc2ncn1-n1cccc1 do in these assays?
TRPN1 ag: -1.8; PERK inh: 0.0; TRPML3 agonist: -1.1; BaF3 tox: 2; S1P4 agonist: -1.1; S1P4 antagonist: -2; Calpain2 inh: 81*; EP2 modulator: -23; Ba/F3 V617F tox: 1

How did Cc1cc(C)c2c(=O)[nH]n(C3CCCCCC3)c2n1 do in these assays?
TRPN1 ag: 1.1; PERK inh: 0.6; TRPML3 agonist: 0.6; BaF3 tox: -2; S1P4 agonist: 0.6; S1P4 antagonist: -7; Calpain2 inh: -31; EP2 modulator: 33; Ba/F3 V617F tox: -5

Results for COc1ccc(-c2nnn3c2nc(NCc2ccccc2)c2ccccc23)cc1 ?
TRPN1 ag: 0.1; PERK inh: -0.1; TRPML3 agonist: 1.0; BaF3 tox: -1; S1P4 agonist: -0.4; S1P4 antagonist: -18; Calpain2 inh: -211; EP2 modulator: 30; Ba/F3 V617F tox: -1

What do the screens show for `COc1cc(O)ccc1C=O`?
TRPN1 ag: 1.2; PERK inh: -0.5; TRPML3 agonist: 0.4; BaF3 tox: 0; S1P4 agonist: 0.6; S1P4 antagonist: 4; Calpain2 inh: 10; EP2 modulator: -5; Ba/F3 V617F tox: 0

Results for Cc1cccc(N2CCN(C(=O)Cn3nc(Cc4ccncc4)c4ccccc4c3=O)CC2)c1C ?
TRPN1 ag: -1.5; PERK inh: -0.2; TRPML3 agonist: -1.5; BaF3 tox: 4; S1P4 agonist: 0.7; S1P4 antagonist: -12; Ba/F3 V617F tox: 1

Results for CCC(=O)N(Cc1c(C)nn(-c2ccccc2)c1Cl)c1ccc(Cl)cc1 ?
TRPN1 ag: -2.2; PERK inh: -1.2; TRPML3 agonist: -1.3; BaF3 tox: 6; S1P4 agonist: 2.1; S1P4 antagonist: -7; Calpain2 inh: 19; EP2 modulator: 47; Ba/F3 V617F tox: 2

How did COc1cc(N2CCCC2)c(OC)cc1/C=C(/C#N)c1ccc(F)cc1 do in these assays?
TRPN1 ag: 1.4; PERK inh: 1.0; TRPML3 agonist: 0.3; BaF3 tox: 7; S1P4 agonist: -2.2; S1P4 antagonist: -15; Calpain2 inh: -10; EP2 modulator: 39; Ba/F3 V617F tox: 4

How did Cc1cc(OCCCn2ccnc2)cc(C(C)C)c1 do in these assays?
TRPN1 ag: 0.5; PERK inh: 0.4; TRPML3 agonist: 0.2; BaF3 tox: 6; S1P4 agonist: 1.0; S1P4 antagonist: -14; Calpain2 inh: 0; EP2 modulator: 10; Ba/F3 V617F tox: 2

What do the screens show for `O=C(Cc1ccc(-n2c(=O)c3sccc3n(Cc3ccc(F)cc3)c2=O)cc1)NCc1ccco1`?
TRPN1 ag: 1.0; PERK inh: -0.9; TRPML3 agonist: 0.7; BaF3 tox: 5; S1P4 agonist: 0.3; S1P4 antagonist: -2; Calpain2 inh: 19; EP2 modulator: -36; Ba/F3 V617F tox: 2

Pulled one by one from the entries so far:
Results for O=S(=O)(c1cccc2cccnc12)N1CCN(c2ccccc2)CC1 ?
TRPN1 ag: 1.1; PERK inh: -0.7; TRPML3 agonist: 0.1; BaF3 tox: 8; S1P4 agonist: 1.6; S1P4 antagonist: -19; Calpain2 inh: -19; EP2 modulator: -33; Ba/F3 V617F tox: 9

How did Cc1ccc(NC(=O)CN2C(=O)S/C(=C\c3ccccn3)C2=O)cc1 do in these assays?
TRPN1 ag: 0.6; PERK inh: 1.0; TRPML3 agonist: 0.5; BaF3 tox: 5; S1P4 agonist: 1.3; S1P4 antagonist: -35; Calpain2 inh: 0; EP2 modulator: 17; Ba/F3 V617F tox: -1
